Vif-APOBEC3F blk = qHTS for Inhibitors of Vif-A3F Interactions: qHTS. actives 0.2% (n = 390,000). Potency, µM (series often up to 46.1 µM), for inactives: at the top dose activity, negative = active. AID 602313, 2012. HeLa A3F-eYFP + Vif (tagged APOBEC3F with the HIV-1 protein that degrades it), YFP fluorescence increase; further: potency means the concentration at half of the fitted maximal effect; % of control where 0% means no effect; nearly all actives have a fitted effect of over 65% in size
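HeLa cells stably expressing Vif plus C-terminally eYFP-tagged A3F were seeded, incubated overnight at 37 deg C, dosed with compound, incubated overnight again at 37 deg C. Yellow fluorescence (Ex 488/Em 500-530) reported blocked Vif-mediated A3F-eYFP degradation.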
RGS4 inhibitor = Inhibitors of Regulator of G Protein Signaling (RGS) 4: qHTS; Transcreener GDP fluorescence polarization, RGS4-accelerated GTP hydrolysis; Potency, µM (highest dose often 114 µM), inactives show at the top dose activity change, negative = inhibition, most hits filed as inhibitors; actives 0.039% (n = 390,000); AID 504845, 2011; further: potency means the concentration at half of the fitted maximal effect; on the % scale 0 is the no-effect control and ±100 the full control effect; nearly all actives have a fitted effect of over 75% in size; some results filed as inactive show a strong effect at the top dose
Target sequence (P49798 whole entry, looked up): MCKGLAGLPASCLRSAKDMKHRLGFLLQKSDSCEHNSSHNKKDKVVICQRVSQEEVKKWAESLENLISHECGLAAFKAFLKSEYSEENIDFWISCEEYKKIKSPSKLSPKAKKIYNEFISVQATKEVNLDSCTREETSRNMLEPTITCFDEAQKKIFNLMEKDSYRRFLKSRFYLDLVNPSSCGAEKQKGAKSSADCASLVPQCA
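MLSMR compounds (23 nl, pin-transferred) preincubated 10 min at room temperature with a 500nM (2x) first reagent, then RGS4 at 900nM (2x) plus Transcreener GDP mix added; fluorescence polarization (620/688 nm) read before and after 90 min at 30 °C.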
Glioma ERSR ind = qHTS for Inducers of the Endoplasmic Reticulum Stress Response (ERSR) in Human Glioma: qHTS. U87-MG GRP78 promoter luciferase reporter, 16 h. actives 0.02% (n = 420,000). Potency, µM, inactives show at the highest dose activation, hits mostly activators. AID 602332, 2012; further: potency means the concentration at half of the fitted maximal effect; series mostly up to about 76 µM; % of control where 0% means no effect; nearly all actives have a fitted effect of over 35% in size
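Stably transfected U87-MG glioma cells carrying a GRP78-based luciferase sensor; 16 h compound incubation. Luminescence end-point read 10 min after Bright-Glo addition at room temperature.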
mIDH1 inhibitor = qHTS for Inhibitors of mutant isocitrate dehydrogenase 1 (IDH1): qHTS. IDH1-R132H enzyme, NADPH consumption, diaphorase/resazurin fluorescence. actives 0.093% (n = 390,000). Potency, µM (titrated, usually from 76.6 µM), without a hit: top-dose activity change, negative = inhibition, actives largely listed as inhibitors. Isocitrate dehydrogenase [NADP] cytoplasmic (Homo sapiens), O75874; further: potency means the concentration at half of the fitted maximal effect; on the % scale 0 is the no-effect control and ±100 the full control effect; nearly all actives have a fitted effect of over 65% in size
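IDH1-R132H (0.5 ug/mL dispensed) in pH 7.5 Tris buffer was preincubated 30 min with compound, then given a substrate mix of 0.016 mM NADPH and 2 mM alpha-KG for 80 min at room temperature; remaining NADPH was read by diaphorase/resazurin fluorescence.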
Vif-APOBEC3G blk = qHTS for Inhibitors of Vif-A3G Interactions: qHTS; actives 0.076% (n = 410,000); DNA dC->dU-editing enzyme APOBEC-3G (Homo sapiens), Q9HC16; Potency, µM (doses to about 46.1 µM), inactives show at the top dose activity, negative = active, usual class: inhibitors; HeLa A3G-eYFP + Vif (tagged APOBEC3G with the HIV-1 protein that degrades it), YFP fluorescence, overnight;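 further: potency means the concentration at half of the fitted maximal effect; on the % scale 0 is the no-effect control and ±100 the full control effect; nearly all actives have a fitted effect of over 60% in size; hits raise eYFP signal because A3G escapes Vif-driven loss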
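Read-out is eYFP fluorescence (Ex 488/Em 500-530) from Vif-expressing HeLa A3G-eYFP cells; more signal means A3G escaped Vif-mediated degradation. Cells plated overnight, compound pinned in, incubated overnight at 37 deg C.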
LDHA inh = qHTS assay for inhibitors of human lactate dehydrogenase | actives 0.15% (n = 480,000) | L-lactate dehydrogenase A chain (Homo sapiens), P00338 | activity change, % (values are at about 110 or 230 µM) | purified LDHA, NADH/diaphorase-resazurin fluorescence; stronger effect = lower value; in the data active means activity change below about -30%; inconclusive means mostly about -25% to -30%;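 further: plate controls were DMSO wells for no effect and wells without enzyme for full effect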
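Human LDH5 at 2 nM final in Tris HCl pH 7.4 with 0.06 mM NADH and 0.2 mM pyruvate, reacted 5 minutes at room temperature. Remaining NADH coupled via diaphorase/resazurin; resorufin fluorescence read at 0 and 20 minutes, normalized to enzyme-free and DMSO wells.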
TrxR1 inh = qHTS Assay for Inhibitors of Mammalian Selenoprotein Thioredoxin Reductase 1 (TrxR1): qHTS | AID 588453, 2011 | Potency, µM (highest dose often 114 µM), without a hit: top-dose activity change, negative = inhibition, most hits filed as inhibitors | recombinant rTrxR1, NADPH fluorescence consumption, selenite substrate | Thioredoxin reductase 1, cytoplasmic (Rattus norvegicus), O89049 | actives 1% (n = 390,000); further: potency means the concentration at half of the fitted maximal effect; on the % scale 0 is the no-effect control and ±100 the full control effect; nearly all actives have a fitted effect of over 65% in size
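Rat TrxR1 (90 nM in the dispensed reagent) was pre-reduced with 400 uM NADPH for 5 min at room temperature, then incubated with compound for 15 min. After 400 uM selenite was added, NADPH fluorescence (Ex 340/Em 450 nm) was followed for 8 min.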
USP1 inh = Inhibitors of USP1/UAF1: Primary Screen; recombinant USP1/UAF1, Ub-Rhodamine cleavage fluorescence; Potency, µM (top dose mostly 57.1 µM), inactives show at the top dose activity change, negative = inhibition, most hits filed as inhibitors; actives 0.23% (n = 390,000); AID 743255, 2014; further: potency means the concentration at half of the fitted maximal effect; on the % scale 0 is the no-effect control and ±100 the full control effect; nearly all actives have a fitted effect of over 60% in size; inactives centre near -12
Target sequence (O94782 whole entry, looked up): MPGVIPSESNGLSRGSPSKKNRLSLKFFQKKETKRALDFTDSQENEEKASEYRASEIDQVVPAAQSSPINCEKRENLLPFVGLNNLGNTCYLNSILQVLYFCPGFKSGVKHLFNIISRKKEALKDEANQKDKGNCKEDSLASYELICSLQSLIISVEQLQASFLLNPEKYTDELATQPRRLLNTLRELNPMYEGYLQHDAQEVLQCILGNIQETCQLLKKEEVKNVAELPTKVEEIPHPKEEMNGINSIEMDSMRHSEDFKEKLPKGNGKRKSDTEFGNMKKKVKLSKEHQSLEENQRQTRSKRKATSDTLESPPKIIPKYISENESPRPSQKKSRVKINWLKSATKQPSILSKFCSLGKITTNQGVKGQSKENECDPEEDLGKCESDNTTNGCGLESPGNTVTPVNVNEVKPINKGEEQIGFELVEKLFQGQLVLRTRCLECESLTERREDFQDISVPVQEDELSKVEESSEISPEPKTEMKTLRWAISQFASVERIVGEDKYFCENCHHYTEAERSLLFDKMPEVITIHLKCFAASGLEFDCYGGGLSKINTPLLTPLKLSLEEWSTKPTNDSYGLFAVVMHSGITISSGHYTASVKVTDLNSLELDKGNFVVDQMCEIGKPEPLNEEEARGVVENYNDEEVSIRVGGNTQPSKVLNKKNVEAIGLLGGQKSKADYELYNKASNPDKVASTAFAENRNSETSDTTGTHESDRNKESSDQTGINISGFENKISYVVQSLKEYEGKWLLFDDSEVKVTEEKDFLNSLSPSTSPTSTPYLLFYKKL
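High-throughput fluorogenic screen: 1nM USP1/UAF1 complex, Ub-Rho substrate 150nM final, 50mM HEPES pH 7.8 with 0.5mM EDTA, 0.1 mg/ml BSA, 1mM TCEP and 0.01% Tween-20.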
TrxR1 substrate = qHTS Assay for Substrates of Mammalian Selenoprotein Thioredoxin Reductase 1 (TrxR1): qHTS; purified TrxR1 substrate turnover, NADPH consumption readout; Potency, µM (doses to about 114 µM), for the others: top-dose activity change, negative = substrate turnover; actives 0.01% (n = 390,000); AID 588456, 2011; further: potency means the concentration at half of the fitted maximal effect; on the % scale 0 is the no-effect control and ±100 the full control effect; nearly all actives have a fitted effect of over 50% in size
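Rat TrxR1, dispensed at 90 nM, was prereduced with 400 uM NADPH (final) for 5 min at ~22 deg C, then incubated with compound 15 min before 400 uM selenite. A first-read NADPH fluorescence drop versus no-compound background flagged substrates.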
An asterisk follows results filed as active; ? = inconclusive; · = no result given; & = joins results of further samples; [ ] = another dose, or the depositor's remark. Unless noted, the call rests on the fitted dose curve; in most records, active means well fitted curve in the direction sought with a large enough effect; inconclusive means small, poorly fitted or top-dose-only effect, or another doubt; inactive means no such curve, though single readings can be large; an effect the other way counts as inactive or inconclusive.

SMILES	Vif-APOBEC3F blk	RGS4 inhibitor	Glioma ERSR ind	mIDH1 inhibitor	Vif-APOBEC3G blk	LDHA inh	TrxR1 inh	USP1 inh	TrxR1 substrate
CCC(C(=O)Nc1cc(OC)ccc1OC)n1c(C)c2cnn(-c3ccccc3)c(=O)c2c1C (stereo unspecified)	8%	43%	-2%	3%	3%	3	-7%	-6%	-10%
O=C(O)CCCC(=O)N1CCN(c2nc(-c3ccccc3Cl)c3cc(Br)ccc3n2)CC1	7%	-22%	-3%	10%	-3%	-5	11%	-22%	3%
CCC(C)(C(=O)NC1CCCC1)N(Cc1ccco1)C(=O)c1ccccn1 (stereo unspecified)	-3%	-4%	?	4%	0%	-5	-20%	2%	-2%
Cc1cc(=O)oc2cc(OCC(=O)N3CC[C@@]4(O)CCCC[C@H]4C3)ccc12	4%	-4%	-1%	3%	3%	-3	9%	-26%	44%[activator]
CSc1ncccc1C(=O)NNC(=O)c1csc(N2CCOCC2)n1	-4%	·	1%	2%	-4%	-8	·	6%	·
CCOC(=O)/C(C#N)=C/c1ccc(OCC(=O)Nc2ccccc2)c(OC)c1	-3%	-52%	-3%	-4%	1%	-9	-2%	-14%	11%
Clc1ccc2nc(-c3ccc(Br)o3)c(Nc3ccc4c(c3)OCCO4)n2c1	?	25%	0%	-4%	-4%	6	11%	-21%	1%
Cc1ccc(S(=O)(=O)N2CCN(C)CC2)cc1-c1nnc2c3ccccc3c(C)nn12	-3%	-20%	-2%	-2%	2%	0	12%	-14%	11%
COc1ccc(CC(=O)Nc2c(C(=O)N3CCN(c4ccccc4)CC3)oc3ccccc23)cc1OC	-7%&-3%	-45%&3%	0%&-3%	-9%&-16%	0%&1%	1&-10	29%&8%	?	12%&-11%
CCCn1c(N2CCN(CC(=O)c3c[nH]c4ccccc34)CC2)nc2c1c(=O)[nH]c(=O)n2C	-7%	-40%	-9%	-9%	1%	-14	-3%[57.1 µM]	-12%	-4%
O=C(CSc1ccccn1)Nc1ccc2c(c1)C(=O)c1ccccc1C2=O	-4%	-44%	3%	8%	-11%	-15	-9%	0%	-11%
COCCN(CCOC)S(=O)(=O)c1ccc(C(=O)Nc2nnc(C)o2)cc1	-13%	-14%	-4%	-3%	3%	4	2%	-15%	-2%
O=C(CCC(=O)c1cccs1)OCC(=O)N1CCN(S(=O)(=O)c2ccccc2)CC1	-6%	13%	-3%	-1%	0%	-2	11%	-15%	5%
Cc1ccc(S(=O)(=O)NCCCCCC(=O)NCCc2ccccc2)cc1	?	2%	0%	-3%	1%	-1	-9%	4%	-5%
CCc1ccc(C2c3[nH]c4ccccc4c3CCN2C(=O)c2cc[n+]([O-])cc2)cc1 (stereo unspecified)	-8%	13%	-2%	-3%	?	0	11%	-16%	-29%
COc1ccc(CNCCNC(=O)c2cccs2)c(OC)c1OC	3%	-10%	-5%	-4%	0%	-14	14%[57.1 µM]	-23%	8%[57.1 µM]
C(=C\c1ccccn1)/c1ccccc1	·	·	-3%	·	2%	-1	-30%	·	-22%
Cn1c(=S)[nH]c2cc(C(=O)N3CCN(C(=O)c4ccccc4)CC3)ccc2c1=O	·	11%	·	·	·	1	-15%	·	2%
COc1ccc(OC)c(NC(=O)C2CC(=O)N(c3ccc(Br)cc3)C2)c1 (stereo unspecified)	3%	-39%	-9%	-2%	-1%	-6	10%	-2%	1%
O=C(CSC1=NCCN1)C1COc2ccccc2O1 (stereo unspecified)	-9%	-16%	-2%	5%	2%	2	27%	-13%	1%
COC(=O)c1cc(C(=O)N2CCN(c3ncccn3)CC2)cc([N+](=O)[O-])c1	-5%	15%	-4%	1%	2%	2	26%	-12%	1%
Cc1ccc(-c2nc(CSc3nncn4c3cc3occc34)c(C)o2)cc1	-8%	-7%	0%	14%	1%	7	-17%	?	-5%
Cc1cc(C)cc(OCC(=O)NC2CCCc3ccccc32)c1 (stereo unspecified)	-13%	9%	-5%	8%	-1%	-10	-4%[57.1 µM]	-10%	-3%[57.1 µM]
O=C(NCc1ccco1)c1ccc(-c2ccc(Cl)cc2)o1	0%	-15%	9%	5%	-1%	-4	-13%	-4%	-8%
COc1ccc(C(=O)c2ccccc2O)c(O)c1	0%	-9%	1%&-4%&-1%	13%	-2%	3	17%	-34%	5%
CNC(=S)c1cc(C(C)(C)C)c(O)c(C(C)(C)C)c1	-2%	19%[11.4 µM]	-4%	4%	0%	1&1	13%	-20%	2%
CCc1ccc(CN(Cc2ccco2)C(=O)c2ccc(C)cc2)cc1	-23%	-2%	-1%	-2%	-1%	-1	12%	-11%	-11%
COCc1nnc(NC(=O)c2cc(C(=O)OC)cc([N+](=O)[O-])c2)s1	-10%	5%	-2%	5%	0%	0	10%	-17%	-4%
COc1cc(S(=O)(=O)Nc2c(C)cc(C)cc2C)ccc1Cl	14%	-1%	0%	4%	1%	2	4%[57.1 µM]	-9%	-3%[57.1 µM]
COc1ccc(C(=O)N/N=C(\CCC(=O)O)c2ccc(C(C)(C)C)cc2)cc1OC	2%	20%	1%	-5%	-8%	-3	30%[57.1 µM]	-9%	9%[57.1 µM]
Cc1cc(=O)n(C(C)C(=O)N2CCCc3ccccc32)c2c1c(C)nn2-c1ccccc1 (stereo unspecified)	-3%	-15%	-2%	-9%	4%	0	3%[57.1 µM]	6%	-7%[57.1 µM]
CCOC(=O)c1ccc(NC(=O)c2cccnc2)cc1	12%	24%	2%	4%	1%	-9	6%[57.1 µM]	3%	4%[57.1 µM]
COc1ccc(CN2COc3ccc4c(-c5ccccc5)cc(=O)oc4c3C2)cc1	2%	3%	-4%	14%	1%	2	13%	-2%	3%
CC(C)CNC(C(=O)Nc1ccc([N+](=O)[O-])cc1Br)c1ccccc1 (stereo unspecified)	3%	10%	-5%	-3%	-5%	-14	-5%	-7%	-10%
CCOC(=O)C1=C(C(F)(F)F)Nc2ncnn2C1c1cccc(OC)c1OC (stereo unspecified)	-5%&5%	-26%&13%	-3%&-6%	-3%&1%	-6%&-3%	2&-4	-2%[57.1 µM]	-1%&-14%	3%[57.1 µM]
O=C(Oc1ccc2cc(Br)ccc2c1)c1cccnc1	-3%	14%	-3%	2%	2%	-1	18%	-4%	10%
CNc1sc(C(=O)c2ccc(F)cc2)c(N)c1-c1nc2ccccc2s1	0%	-52%	10%	2%	0%	-2	-34%[57.1 µM]	-15%	2%
c1ccc(Nc2nc(N3CCCC3)nc(N3CCOCC3)n2)cc1	-8%	2%	-3%	·	-1%	-14	22%[57.1 µM]	·	10%[57.1 µM]
CC(=O)N1CCN(C23CC4CC(CC(C4)C2)C3)CC1	-1%	6%	-4%	8%	2%	-2	22%	-19%	6%
Cc1cc(=O)oc2c(C)c3occc3cc12	0%	16%	0%	-6%	0%	-7	11%	5%	3%
COc1ccc(N2CC(C(=O)Nc3ncccc3C)CC2=O)cc1 (stereo unspecified)	1%	-2%	-5%	3%	1%	-1	-9%	-15%	-4%[57.1 µM]
O=C(O)c1cccc(-n2cnc3cccnc32)c1	·	-29%	·	·	·	-1	-16%	-8%	1%
FC(F)(F)C(F)(F)c1nc2nc(Cl)c(Cl)nc2[nH]1	-2%	·	0%	24%	-1%	-11	·	3%	·
Cc1cc(C)n2cc(CSCc3ccco3)nc2n1	-15%	-15%	3%	1%	2%	2	?	-20%	14%
CCN1c2ccccc2NC2C1C(C(C)=O)C(=O)N2c1ccc(Cl)cc1 (stereo unspecified)	22µM*	-37%	-2%	1%	?	13	-25%	-20%	-9%
COc1cc(C2CC(c3c(C)cc(C)[nH]c3=O)=NN2c2ccccc2F)cc(OC)c1OC (stereo unspecified)	-2%	-18%	-2%	1%	-5%	1	19%[57.1 µM]	-18%	41%
Cc1ccc(-c2csc3ncn(CC(=O)NCC(c4ccco4)N4CCCC4)c(=O)c23)cc1 (stereo unspecified)	3%	-7%	3%	-9%	2%	-3	16%	-20%	5%

Ordered by molar mass (high to low): 3 of the compounds above
SMILES	Vif-APOBEC3F blk	RGS4 inhibitor	Glioma ERSR ind	mIDH1 inhibitor	Vif-APOBEC3G blk	LDHA inh	TrxR1 inh	USP1 inh	TrxR1 substrate
CNc1sc(C(=O)c2ccc(F)cc2)c(N)c1-c1nc2ccccc2s1	0%	-52%	10%	2%	0%	-2	-34%[57.1 µM]	-15%	2%
CCN1c2ccccc2NC2C1C(C(C)=O)C(=O)N2c1ccc(Cl)cc1 (stereo unspecified)	22µM*	-37%	-2%	1%	?	13	-25%	-20%	-9%
CC(=O)N1CCN(C23CC4CC(CC(C4)C2)C3)CC1	-1%	6%	-4%	8%	2%	-2	22%	-19%	6%

Screening results deposited in PubChem BioAssay by National Center for Advancing Translational Sciences (NCATS).

An excerpt, so the mix of outcomes need not match the whole.
